Screening data deposited in PubChem by ICCB-Longwood Screening Facility, Harvard Medical School.
Polio RdRp inh: inhibitors of poliovirus RNA polymerase binding and polymerization | P03300 | poliovirus polymerase elongation, fluorescence polarization; active compounds read low | % elongation, % (compound at 16.7 µg/mL) | 0.66% of 150,000 active | AID 588519; in the data active means % elongation below about 90%; further: some results filed as inactive read as strong as hits
Target sequence (P03300 1749-2209 limits assumed): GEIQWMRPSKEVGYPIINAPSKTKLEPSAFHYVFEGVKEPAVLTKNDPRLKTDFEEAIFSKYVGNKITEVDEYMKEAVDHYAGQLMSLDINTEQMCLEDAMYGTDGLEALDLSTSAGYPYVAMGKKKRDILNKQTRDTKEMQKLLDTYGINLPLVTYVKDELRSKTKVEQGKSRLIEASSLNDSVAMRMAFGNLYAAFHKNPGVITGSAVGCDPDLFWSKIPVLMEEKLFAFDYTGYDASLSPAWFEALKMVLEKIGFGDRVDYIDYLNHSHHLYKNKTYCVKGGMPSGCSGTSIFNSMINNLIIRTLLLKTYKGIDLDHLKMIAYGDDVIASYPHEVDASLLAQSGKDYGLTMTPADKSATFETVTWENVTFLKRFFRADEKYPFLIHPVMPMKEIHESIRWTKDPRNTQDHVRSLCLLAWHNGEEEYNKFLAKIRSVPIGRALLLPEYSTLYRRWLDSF
Polio RdRp inh FP z-score: also measured in Polio RdRp inh; calls as there; z-score; measured here: FP z-score; hits read low
Active calls of the source: *; & = joins results of further samples. This is a subset; rates above refer to the full screens.

The line under a structure holds: Polio RdRp inh FP z-score | Polio RdRp inh
CN(C)C(=O)c1ccc(NC(=O)Cn2nnnc2-c2ccccc2F)cc1
    2.1 | 115
CCOc1cc(/C=C2/SC(=N)N(c3nccs3)C2=O)ccc1OCCN1CCOCC1
    2.3 | 127
COc1ccc(Cl)cc1NC(=O)NCC1CCN(Cc2ccccc2F)CC1
    0.5 | 110
Cc1ccc2nc(NC(=O)CCNS(=O)(=O)c3cccs3)sc2c1
    0.1 | 101
Brc1ccc(NCc2ccco2)cc1
    0.1 | 102
COc1ccc(C)cc1NC(=O)c1c(C(=O)Nc2cccc(C)c2C)sc2nc(C)cc(=O)n12
    -0.1 | 106
O=C(c1ccc(NS(=O)(=O)c2ccccc2)cc1)N1CCN(Cc2ccc3c(c2)OCO3)CC1
    -0.1 | 100
C=Cc1ccc(CSc2nc(-c3ccc(C)cc3)nc3c2Cc2c(CO)cnc(C)c2O3)cc1
    0.2 | 108
COc1ccc(/C=C\c2onc(C)c2S(=O)(=O)N2CCC(C(=O)Nc3ccccc3OC)CC2)cc1
    -0.1 | 104
Cc1nc2c(c(C)c1CCC(=O)NCC(N)=O)c(=O)n(C)c(=O)n2C
    1 | 102
Oc1cccc(-c2csc3nc4ccccc4n23)c1
    -0.7 | 100
O=C(c1cc(C2CC2)nn1-c1ccccc1)N(CC1CCCO1)c1nc2ccccc2s1 (stereo unspecified)
    -0.6 | 100
Cc1ccc(-n2c(=O)c3c(c4cc(C)ccc4n3C)n(CC(=O)c3ccc(Cl)cc3)c2=O)cc1
    -0.3 | 106
Cc1cc(C)nc(Nc2nc3ccccc3c(=O)[nH]2)n1
    -0.4 | 100
O=C(NC1CCCC1)c1cc(-c2ccccc2O)no1
    -0.7 | 102
CCOC(=O)CSc1nc2sccn2c1C=Nc1cc(Cl)cc(Cl)c1
    0 | 104
Cc1nc2cccnc2n1-c1ccc(CC(=O)NCCN2CCOCC2)cc1
    -1.1 | 100
CN1CCN(C(CNC(=O)c2ccc(F)cc2)c2ccc3c(c2)OCO3)CC1 (stereo unspecified)
    0.3 | 109
Cc1c(Cl)cccc1NC(=O)C(=O)NCC(c1cccnc1)N1CCN(c2ccccc2)CC1 (stereo unspecified)
    -0.8 | 105
C=CCNC(=O)C(C)Oc1ccccc1 (stereo unspecified)
    0 | 102
O=S(=O)(NC(=S)NC1CCCCC1)c1ccccc1
    -1.3 | 98
Cc1cc2c3c([nH]c2cc1S(=O)(=O)N(Cc1ccco1)C1CCCCC1)CCCC3=O
    0.9 | 103
COc1ccccc1CNC(=O)Cn1c(-c2ccc(F)cc2)cc(C(C)=O)c1C
    -0.7 | 99
Cc1ccc2c(c1)-c1onc(C(=O)NCCCN3CCCCC3)c1CO2
    0.1 | 103
CCOc1ccc(C2c3[nH]c4ccccc4c3CCN2C(=O)CSCc2ccc(F)cc2)cc1 (stereo unspecified)
    -0.6 | 105
C[n+]1ccc(/C=C/c2ccc(N3CCCC3)o2)cc1
    1 | 107
Cc1ccc(NC(=O)C2CCC(CNS(=O)(=O)c3ccc4c(c3)CCCC(=O)N4)CC2)cc1F (stereo unspecified)
    0.3 | 108
COC(=O)c1cc2c(s1)-c1cc(F)ccc1OC2
    1 | 104
Cn1c(CC2CCS(=O)(=O)C2)n[nH]c1=S (stereo unspecified)
    0.3 | 104
CCOc1ccc(NC(=O)Cn2c(=O)cc(C)c3c(C)nn(-c4cccc(Cl)c4C)c32)cc1
    0.3 | 109
CCc1ccccc1NC(=O)C1CCCN(S(=O)(=O)c2ccc3[nH]c(=O)ccc3c2)C1 (stereo unspecified)
    -0.6 | 110
Cc1cccc(N(Cc2ccccc2)C(=O)c2nc3nc(C)cc(C)n3n2)c1
    0.4 | 104
Cn1cccc1C#N
    -0.3 | 99
OCc1ccccc1CN1CCCCC1
    0.7 | 103
CCN(C(=O)Cn1cccc1C1=NC(c2ccccc2)CO1)c1cccc(C)c1 (stereo unspecified)
    -0.6 | 101
COC(=O)c1ccc(O)c(/C=N/N(CCO)C2=NS(=O)(=O)c3ccccc32)c1
    0.2 | 102
CCOC(=O)Cn1c(=O)cc(-c2ccccc2)c2c(C)nn(C)c21
    1.5 | 113
CC1=CC(C)=Nc2ccc(C)cc2N1
    0.3 | 103
Cc1cc2ncn(CC(C)C)c2cc1C
    0 | 101
Cc1ccc(C)c(N=C2N(C)CC(=O)N2Cc2cccnc2)c1
    0.1 | 105
Cc1ccc(S(=O)(=O)/N=C2\NC(=O)CS2)cc1
    0.6 | 103
O=C(CSc1c2c(nc3ccc(Cl)cc13)CCCC2)NCCN1CCOCC1
    -0.2 | 101
CC1(C)CC(=O)c2cnc(NC(=O)CSc3nc4ccccc4o3)nc2C1
    0.1 | 101
CCCCn1c(SCN2C(=O)c3ccccc3C2=O)nc2cc(S(N)(=O)=O)ccc21
    0 | 103
Cc1cccc(Cn2c(COc3ccccc3)nc3ccccc32)c1
    -0.1 | 103
Cc1nnc2n1NC(c1ccc(Cl)cc1)C(C(=O)N1CCCCCC1)S2 (stereo unspecified)
    -0.1 | 100
O=C(CSc1ncccn1)N1CCc2ccccc2C1
    -0.5 | 100
CCOC(=O)c1c(C)oc2nc(C)nc(Nc3cc(C)cc(C)c3)c12
    -0.3 | 105
O=S(=O)(NCCSCc1ccco1)c1ccc(Br)cc1
    0.1 | 102
O=C(c1cccnc1Cl)N(Cc1ccccc1)Cc1ccccc1
    0.1 | 102
CCOC(=O)c1c(S(=O)(=O)N2CCCC(C(=O)NCc3cccc(C)c3)C2)c(C)n(C)c1C (stereo unspecified)
    -0.4 | 104
CC1CC(C)CN(c2ncnc3scc(-c4ccccc4)c23)C1 (stereo unspecified)
    0.4 | 102
COc1ccc(CCNC(=O)c2ccc3c(c2)N(Cc2ccc(Cl)cc2)C(=O)c2ccccc2S3)cc1OC
    -0.4 | 109
CN1CCN(C(=O)C(=O)Nc2c3c(nn2-c2ccc(F)cc2)CSC3)CC1
    1.6 | 114
CCOC(=O)c1ccccc1NC1(c2ccc(OC)cc2)C(=O)c2ccccc2C1=O
    0.1 | 109
Cc1c(C)c2c(c(C)c1OCc1ccccc1)C(CO)C(C)(C)O2 (stereo unspecified)
    -0.2 | 101
CC12CCC(CC1=NNC(=O)Nc1ccccc1)C2(C)C (stereo unspecified)
    -0.1 | 102
O=C(Nc1nc2ccc(Cl)cc2s1)c1ccc(C(=O)c2ccccc2)cc1
    0.6 | 105
Cc1nnc(N(C)C(=O)Cc2ccc3c(c2)OCO3)s1
    0 | 101
O=C(CSc1nc2ccccc2o1)N1CCN(S(=O)(=O)c2ccccc2)CC1
    0 | 103

Later entries
The line under a structure holds: Polio RdRp inh FP z-score | Polio RdRp inh
N#C/C(=C\c1c(Oc2ccc(Br)cc2)nc2ccccn2c1=O)c1nc2ccccc2s1
    -1.8 | 95
Cc1cc(OCC(=O)NC2CC2)c2c3c(c(=O)oc2c1)CCC3
    0.9 | 104
COc1ccc(-c2cn3cccnc3n2)cc1NC(=O)c1c(F)cccc1F
    0.6 | 109
Cc1onc(-c2c(Cl)cccc2Cl)c1C(=O)N(C)c1nnc(C(F)(F)F)s1
    0.2 | 106
CN(C)c1ccc(C2NC(=S)NC3=C2CCc2ccccc23)cc1 (stereo unspecified)
    -0.4 | 100
COc1ccc(NC(=O)COc2ccc(C)cc2)cc1
    0.2 | 102
CCOC(=O)c1cc(-c2ccccc2)n(-c2cccc(C(=O)NC(C)CC)c2)c1C (stereo unspecified)
    -0.5 | 100
CC1(C)N=C(NS(=O)(=O)c2cc(C(F)(F)F)cc(C(F)(F)F)c2)N(c2ccccc2)O1
    0.3 | 105
O=C(c1cccs1)N1CCCCC1
    -0.3 | 100
CCOc1ccc(C(=O)Nc2ccc3oc(-c4cccc5ccccc45)nc3c2)cc1
    -0.2 | 102
COc1cc2c(cc1OC)n(CC(=O)c1ccc(C)cc1C)c(=O)n1nc(CCn3nc(C)cc3C)nc21
    -1.3 | 101
O=C1CCC(C(=O)NCc2ccccn2)=NN1
    -0.5 | 99
COc1ccc(CC(=O)N2C(=O)c3ccc(N)cc3C2=O)cc1OC
    -0.3 | 98
Cc1ccc2c(c1)C(=O)CCCO2
    -0.4 | 100
Cn1c(SCC(=O)N/N=C/c2ccccc2)nc2ccccc21
    -0.1 | 100

Ordered by molecular weight (largest number first): five of the compounds above
The line under a structure holds: Polio RdRp inh FP z-score | Polio RdRp inh
CCOC(=O)c1cc(-c2ccccc2)n(-c2cccc(C(=O)NC(C)CC)c2)c1C (stereo unspecified)
    -0.5 | 100
Cn1c(SCC(=O)N/N=C/c2ccccc2)nc2ccccc21
    -0.1 | 100
O=C1CCC(C(=O)NCc2ccccn2)=NN1
    -0.5 | 99
O=C(c1cccs1)N1CCCCC1
    -0.3 | 100
Cc1ccc2c(c1)C(=O)CCCO2
    -0.4 | 100

Other results follow:
The line under a structure holds: Polio RdRp inh FP z-score | Polio RdRp inh
Cc1ccc(-c2nnc(SCC(=O)NCCC(C)C)nc2-c2ccc(C)cc2)cc1
    -0.6 | 104
O=C(O)CCC/C=C\C[C@@H]1[C@@H](/C=C/[C@@H](O)COc2cccc(Cl)c2)[C@H](O)C[C@@H]1O
    0.7&0.1 | 103&100
CC1(NS(=O)(=O)c2ccccc2)CCS(=O)(=O)C1 (stereo unspecified)
    -0.3 | 99
Nc1cc(=O)nc(SCC(=O)Nc2ccc(F)cc2)n1-c1ccc(Cl)cc1
    0.6 | 107
CCCC(=O)NCC(c1ccc2c(c1)OCO2)N1CCOCC1 (stereo unspecified)
    1.1 | 112
O=C1c2ccccc2C(=O)N1Cc1ccc(Cl)cc1
    -0.5 | 98
CC1CN(C(=O)c2cc3n(n2)C(C(F)(F)F)CC(c2ccco2)N3)CC(C)O1 (stereo unspecified)
    1.2 | 105
Cc1ccc2c(c1)c1c(c(=O)n(-c3ccccc3)c(=O)n1CC(=O)NCC1CCCO1)n2C (stereo unspecified)
    0.3 | 109
O=C(NC1CCCCC1)c1ccc2c(c1)N(Cc1ccccc1)C(=O)c1ccccc1S2
    0.6 | 112
COC(=O)C1=C(C)NC(=O)N(C(C)=O)C1c1ccc(OC)cc1 (stereo unspecified)
    0.4 | 104
N#Cc1c(N)nc2c(c1-c1ccccc1)CCCC2
    -0.4 | 101
Clc1ccc2oc(-c3ccccc3)c/c(=N\c3nccs3)c2c1
    -0.4 | 100
CN(S(=O)(=O)c1ccc2c(c1)OCCO2)S(=O)(=O)c1cccs1
    -0.7 | 99
O=C(O)COCC(=O)Nc1nc(SCc2ccc(Cl)cc2)n[nH]1
    0.5 | 105
CCOc1ccc(NC(=O)C2CCN(C(=O)N3CC(C)Oc4ccc(Cl)cc43)CC2)cc1 (stereo unspecified)
    -0.5 | 104
O=C(O)CCCC1OC(CCCC(=O)O)OC(CCCC(=O)O)O1 (stereo unspecified)
    0.2 | 102
Cc1cc(CS)cs1
    -0.9 | 100
COc1cc(-c2nc3ccc(Cl)cn3c2Nc2ccc3c(c2)OCO3)ccc1O
    0.5 | 107
COc1ccc(/C=N/c2ccco2)cc1
    0.3 | 102
COc1ccc(/C=C(\C#N)S(=O)(=O)c2ccc(Cl)cc2)cc1
    0.4 | 106
CC(=O)c1cccc(Nc2ncnc3c2cnn3-c2cccc(Cl)c2)c1
    0 | 107
Cc1ccc(N2CCN(C(=O)C(c3ccccc3)c3ccccc3)CC2)cc1C
    1 | 109
O=c1[nH]nc2ccccn12
    -1.1 | 94
CC(C)NC(=O)CSc1cn(CC(=O)N2CCCCCC2)c2ccccc12
    -0.3 | 112
Cc1ccc(CNC(=O)C2CCCN(c3nc4ccccc4n4cccc34)C2)cc1 (stereo unspecified)
    0.2 | 108
Cc1ccc(C)c(Cn2cccc2C2=NC(C)(C)CO2)c1
    0.3 | 102
Cc1ccc(CNC(=O)c2sc3nc4n(c(=O)c3c2C)CCCC4)cc1
    0.2 | 107
O=C(COc1ccccc1)c1nnc(-c2ccc(Cl)cc2)o1
    0 | 101
N#Cc1ccc(-c2cccs2)nc1SCc1ccncc1
    0.6 | 107
Cc1csc(/C(C#N)=N/OC(=O)c2ccco2)n1
    0.5 | 104

Single records, as listed above. Order of values: Polio RdRp inh FP z-score | Polio RdRp inh
Shown for COc1ccc(/C=C(\C#N)S(=O)(=O)c2ccc(Cl)cc2)cc1 = 0.4 | 106
Shown for O=C(O)CCCC1OC(CCCC(=O)O)OC(CCCC(=O)O)O1 (stereo unspecified) = 0.2 | 102
Shown for N#Cc1ccc(-c2cccs2)nc1SCc1ccncc1 = 0.6 | 107
Shown for Cc1ccc(N2CCN(C(=O)C(c3ccccc3)c3ccccc3)CC2)cc1C = 1 | 109

Following part:
The line under a structure holds: Polio RdRp inh FP z-score | Polio RdRp inh
C=CCC(O)(CC=C)C1CCCN1 (stereo unspecified)
    0.5 | 103
Cc1ccc(CNCCO)o1
    0.3 | 103
COC(=O)C12CCC3(C(=O)OC)CC(C(=O)OC)(CC(C(=O)OC)(C1)C3=O)C2=O
    1 | 105
N#CCOC(=O)c1ccccc1Sc1ccccc1C#N
    0.4 | 109
COc1ccccc1OCC(=O)N/N=C1/SCC(=O)N1Cc1ccccc1
    0.7 | 104
Cn1cc(NC(=O)NC2CCCCC2)c2ccccc2c1=O
    -14* | 22*
CCOc1ccccc1NC(=O)C(CC(C)C)NS(=O)(=O)c1ccc2c(c1)CCN2C(C)=O (stereo unspecified)
    0.3 | 106
CCc1nc2cccnc2n1-c1ccc(CC(=O)NC2CCCC2)cc1
    0.3 | 103
Cc1cccc(N/C=C2/CCCCC2=O)c1
    -1.1 | 98
CN1CCC2(CC1)N=C(c1ccccc1)C(=S)N2
    0 | 101
CCN1C(=O)/C(=C/c2cn(CC)c3ccccc23)NC1=S
    2.6 | 109
COc1ccc(OC(=O)c2csc(COc3ccc4nonc4c3)n2)cc1
    0.1 | 104
Cc1cc(Nc2ccccc2F)n2nc(Cc3ccc(Cl)cc3)nc2n1
    -0.2 | 105
COc1ccc(F)cc1S(=O)(=O)NCCc1csc(-c2ccc(Cl)cc2)n1
    -0.4 | 105
O=c1c2sccc2n(Cc2cc(=O)n3cc(Cl)ccc3n2)c(=O)n1-c1ccccc1
    -0.1 | 105
Cc1ccn2cc(CCNC(=O)CC(C)(C)C)nc2c1
    -0.2 | 102
COc1ccc2cc(/C(C)=N/n3c(=S)[nH][nH]c3=S)ccc2c1
    0.1 | 103
